# Source: PubChem
# Tau filament bind – binders of human tau filaments. 71,000 compounds, 2% hits. P10636. recombinant tau filaments, thioflavin S fluorescence, 15 h; filaments grown with octadecylsulfate alongside compound. AID 596. Potency, µM (doses to about 57.1 µM), without a hit: at the top dose activity change, negative = inhibition;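 note: potency is the fitted concentration of half-maximal effect; % is set by controls: 0 for no effect and ±100 for the full control effect; actives lower thioflavin S fluorescence by blocking filaments or displacing dye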
#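 Quantitative HTS: thioflavine S signal from ODS-induced tau filaments, excited at 450 nm, emission 510 nm. Conditions: 1 uM tau, 30 uM ODS, 15 h at 37 C, pH 7.4.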
# FLuc inh – blocks Photinus pyralis firefly luciferase activity; purified firefly luciferase, luminescence, 8 min; Potency, µM (titrated, usually from 57.1 µM), for inactives: at the top dose activity change, negative = inhibition, hits mostly inhibitors; 72,000 compounds, 2.2% hits; note: potency is the fitted concentration of half-maximal effect; % is set by controls: 0 for no effect and ±100 for the full control effect; nearly all actives have a fitted effect of over 40% in size
# Target sequence (P08659 whole entry, looked up): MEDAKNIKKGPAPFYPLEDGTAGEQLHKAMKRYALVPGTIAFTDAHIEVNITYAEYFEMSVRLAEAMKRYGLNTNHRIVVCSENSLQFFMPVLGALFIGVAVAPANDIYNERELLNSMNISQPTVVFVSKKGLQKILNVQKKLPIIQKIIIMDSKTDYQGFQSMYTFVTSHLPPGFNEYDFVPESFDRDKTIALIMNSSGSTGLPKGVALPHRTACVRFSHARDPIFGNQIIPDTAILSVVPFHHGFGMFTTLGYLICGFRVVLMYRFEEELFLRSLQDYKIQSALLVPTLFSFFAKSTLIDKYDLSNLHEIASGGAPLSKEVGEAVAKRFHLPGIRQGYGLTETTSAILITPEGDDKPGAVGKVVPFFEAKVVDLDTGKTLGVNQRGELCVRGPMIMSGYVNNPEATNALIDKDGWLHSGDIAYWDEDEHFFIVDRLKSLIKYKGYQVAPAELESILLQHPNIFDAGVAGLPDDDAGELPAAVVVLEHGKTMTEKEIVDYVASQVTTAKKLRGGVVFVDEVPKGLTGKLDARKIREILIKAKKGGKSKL
#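 qHTS concentration-response profiling: light output of P. pyralis luciferase with luciferin and 10 uM ATP, imidazole buffer pH 7.2. Read by luminescence after 8-min room-temperature incubation.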
# Rhodamine fluor – compound fluoresces in the rhodamine spectral region. 59,000 compounds, 0.05% hits. Rhodamine-region fluorescence, 547/598 nm, Tris buffer; stronger effect = higher value. max dye-equivalent concentration, M. AID 594; in the data active = max dye-equivalent concentration above about 11 nM; inconclusive = between about 1.1 nM and that limit
#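 A six-point rhodamine series on each plate calibrates the signal. Compounds sit in 100 mM Tris (pH 8.0) for 15 min at ambient temperature before imaging through 547 nm/598 nm filters.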
# TexasRed autofl – compound fluoresces in the Texas Red spectral region; Compound fluorescence, Texas Red channel, 547/618 nm; stronger effect = higher value; max dye-equivalent concentration, M; 59,000 compounds, 0.06% hits; AID 587; in the data active = max dye-equivalent concentration above about 10 nM; inconclusive = between about 1.1 nM and that limit
#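 Spectral interference profiling: each compound concentration's relative fluorescence, read with a 547 nm excitation and 618 nm emission filter pair, was normalized to a per-plate Texas Red standard curve.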
# ERK AVP inh – inhibitors of vasopressin-stimulated ERK signaling pathway | HEK293-V1b, vasopressin-stimulated pERK AlphaScreen | Potency, µM (titrated, usually from 57.5 µM), inactives show at the top dose activity, negative = inhibition, usual class: inhibitors | 72,000 compounds, 0.99% hits; note: potency is the fitted concentration of half-maximal effect; % is set by controls: 0 for no effect and ±100 for the full control effect; nearly all actives have a fitted effect of over 55% in size
#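 HEK293 cells stably expressing V1b receptor, preincubated 30 min at 37 °C with compound, then stimulated 5 min with 25 nM vasopressin. Phospho-ERK by AlphaScreen SureFire after 5 h RT; normalized to DMSO and vasopressin; AC50 by Hill fit.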
# Fluorescein autfl – fluorescein region autofluorescence; Compound autofluorescence, 480/540 nm, fluorescein-equivalent; stronger effect = higher value; max fluorescein-equivalent concentration, M; 59,000 compounds, 0.91% hits; AID 593; in the data active = max fluorescein-equivalent concentration above about 10 nM; inconclusive = between about 1.1 nM and that limit
#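 Each compound is tested across a concentration series in 100 mM Tris buffer at pH 8.0. After 15 min at room temperature, plates are imaged with 480 nm excitation and 540 nm emission filters, and intensities are converted to fluorescein-equivalent values.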
# HEK293 cAMP ctrl – raises cAMP in parental HEK293 cells, TSHR agonist counter-screen; parental HEK293 CNG cAMP sensor, membrane potential fluorescence; Potency, µM (series often up to 57.1 µM), for the others: top-dose activation, hits mostly activators; 73,000 compounds, 2.5% hits; note: potency is the fitted concentration of half-maximal effect; % of control where 0% means no effect; nearly all actives have a fitted effect of over 55% in size
#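 Parental HEK 293 cells stably expressing a cAMP-gated CNG channel were loaded with membrane potential dye containing 100 uM RO 20-1724 for 60 min. Compound added for 30 min; depolarization read as fluorescence intensity at 590 nm.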
# HADH2 inhib – inhibitors of human HADH2 dehydrogenase; Potency, µM (doses to about 57.1 µM), inactives show top-dose activity change, negative = inhibition, hits mostly inhibitors; AID 886; 73,000 compounds, 3.4% hits; recombinant HADH2, NADH fluorescence, beta-hydroxybutyryl-CoA; Q99714; note: potency is the fitted concentration of half-maximal effect; % is set by controls: 0 for no effect and ±100 for the full control effect; nearly all actives have a fitted effect of over 60% in size; many of its hits are not listed in these tables
# Target sequence (Q99714 whole entry, looked up, one chain of several): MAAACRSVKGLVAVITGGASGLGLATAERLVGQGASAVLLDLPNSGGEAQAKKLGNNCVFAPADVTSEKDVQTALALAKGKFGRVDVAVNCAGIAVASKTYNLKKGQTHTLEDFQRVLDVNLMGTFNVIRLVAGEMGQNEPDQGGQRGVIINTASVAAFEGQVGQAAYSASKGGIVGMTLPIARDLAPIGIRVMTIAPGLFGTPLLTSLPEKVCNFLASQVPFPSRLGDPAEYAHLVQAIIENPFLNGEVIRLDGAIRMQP
#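 E. coli-expressed His-tagged HADH2 tested at 20 nM in alkaline Tris buffer (pH 9.0); oxidation of 90 uM beta-hydroxybutyryl-CoA with 1 mM NAD+ tracked fluorimetrically for 4 min.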
# USP2a inh – blocks human ubiquitin-specific protease USP2a; O75604; USP2a enzymatic assay, qHTS inhibition; Potency, µM (series often up to 38.3 µM), without a hit: top-dose activity change, negative = inhibition, most hits filed as inhibitors; 60,000 compounds, 0.1% hits; AID 927;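 note: potency is the fitted concentration of half-maximal effect; nearly all actives have a fitted effect of over 60% in size; plate controls were DMSO for no effect and NEM full inhibition control for full effect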
#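 20 nM USP2 core + cpd, 30 min RT; add 20 nM Ub-PLA2/20 uM NBD C6-HPC; read Ex460/Em535 at 0 h and 2.5 h. Normalized to NEM; qHTS curve fit/classification.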
# Caspase-7 inhib – blocks human caspase-7 allosterically or competitively; Potency, µM (series often up to 57.5 µM), inactives show top-dose activity change, negative = inhibition, hits mostly inhibitors; recombinant caspase-7, Ac-DEVD-AFC fluorescence rate; 75,000 compounds, 0.02% hits; P55210; AID 889; active = well fitted inhibition curve with a large enough effect in the main read-out, with a control signal flat, not every such curve was filed as active; inconclusive = small, poorly fitted or top-dose-only effect, or a change in a side signal; note: potency is the fitted concentration of half-maximal effect; % of control where 0% means no effect
# Target sequence (P55210 24-198 limits assumed): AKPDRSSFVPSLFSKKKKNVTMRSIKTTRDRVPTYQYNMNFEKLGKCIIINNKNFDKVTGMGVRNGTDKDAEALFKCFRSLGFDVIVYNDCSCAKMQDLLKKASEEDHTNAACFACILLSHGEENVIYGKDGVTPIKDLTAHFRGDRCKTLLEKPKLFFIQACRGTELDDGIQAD
# Target sequence (P55210 207-303 limits assumed): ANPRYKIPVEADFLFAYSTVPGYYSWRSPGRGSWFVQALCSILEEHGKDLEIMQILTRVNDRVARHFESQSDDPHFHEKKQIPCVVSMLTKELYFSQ
# Caspase-1 inhib – allosteric or competitive inhibitors of human caspase-1; P29466; Caspase-1 enzyme, Ac-WEHD-AFC fluorogenic rate; Potency, µM (top dose mostly 57.5 µM), for inactives: top-dose activity change, negative = inhibition, usual class: inhibitors; 75,000 compounds, 0.03% hits; AID 900;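 note: potency is the fitted concentration of half-maximal effect; plate controls were vehicle for no effect and no substrate for full effect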
# An asterisk follows results filed as active; i = inactive; ? = inconclusive; · = no result given; [ ] = remark or other dose. Unless noted, calls come from the whole dose curve; as a rule, active = well fitted curve in the direction sought with a large enough effect; inconclusive = small, poorly fitted or top-dose-only effect, or another doubt; inactive = no such curve, though single readings can be large; an effect the other way counts as inactive or inconclusive. Some of the compounds tested; rates above refer to the full screens.
# Value order: Fluorescein autfl | HEK293 cAMP ctrl | FLuc inh | Rhodamine fluor | Caspase-1 inhib | HADH2 inhib | Caspase-7 inhib | Tau filament bind | USP2a inh | ERK AVP inh | TexasRed autofl
O=C(Nc1cccnc1)c1noc2c1CCCCC2
  i | 4% | 13µM* | i | -2% | -3% | 1% | 2% | -1% | 24% | i
COc1ccccc1NC(=O)CSc1nnc(Cn2nnc(-c3ccccc3)n2)n1-c1ccccc1
  ? | 20% | -32% | i | 1% | 8% | 6% | 27% | 11% | ? | ?
CCOc1cc(N2CCOCC2)c(OCC)cc1NC(=O)COC(=O)c1cc(C)oc1C
  i | 1% | -1% | i | 1% | -1% | -6% | -9% | -2% | -15% | i
COc1ccc(-c2nc(C#N)c(N3CCN(c4cccc(Cl)c4)CC3)o2)cc1OC
  i | 29% | 0% | i | 0% | ? | -3% | 5% | -2% | 2% | i
CC1(C)N=C(c2ccc(Cl)cc2Cl)C(=O)N1
  i | 2% | 0% | i | -1% | -3% | -1% | 8% | 4% | 9% | i
CC(=O)NC(c1ccco1)c1ccc2cccnc2c1O (configuration not stated)
  · | 2% | 1% | · | -6% | -23% | -5% | -13% | 14% | 16µM* | ·
Cc1nc2c(oc3ccccc32)c(=O)o1
  i | 11% | -9% | i | 0% | -17% | 0% | 2% | -1% | -3% | ?
Cn1c(=O)c2[nH]c(CCS)nc2n(C)c1=O
  i | 6%[11.4 µM] | 2%[11.4 µM] | i | 1%[11.5 µM] | 0%[11.4 µM] | 4%[11.5 µM] | -5%[11.4 µM] | · | -7%[11.5 µM] | i
CCOC(=O)c1[nH]c(C)c(C(=O)Nc2ccc3c(c2)OCCO3)c1C
  i | 6% | -10% | i | 0% | 12% | 0% | -18% | 15% | -16% | i
Cc1ccc(-n2c(C)nc3c(cnn3-c3ccc(F)cc3)c2=O)cc1
  i | ? | -1% | i | 2% | -3% | 1% | -4% | 13% | -21% | i
CCOC(=O)N1CCC(N(CCOC)C(=O)Nc2ccc(CC)cc2)CC1
  i | 6% | 0% | i | -1% | -3% | 0% | -28% | 12% | -3% | i
COC(=O)c1ccccc1NC(=O)c1noc2c1CCCC2
  i | 19% | -14% | i | -1% | -3% | -1% | 87% | 10% | 4% | i
COCCCn1cnc2c(c1=O)c1nc3ccccc3nc1n2-c1ccccc1
  i | -6% | 1% | i | -7% | -9% | -11% | ? | 10% | -16% | ?
CCCCOc1ccc(/C(O)=C2/C(=O)C(=O)N(CCCOC)C2c2ccncc2)cc1C (configuration not stated)
  · | 1%[11.4 µM] | 3% | · | 1% | -18%[11.4 µM] | 1% | 2%[11.4 µM] | 33%[activator][7.66 µM] | 5% | ·
Cc1ccnc(SCC(=O)Nc2sc3c(c2C#N)CCCC3)n1
  i | 20µM* | -3% | i | -3% | 10% | -2% | -2% | 9% | -28% | i
CCCCn1c(SCC(N)=O)nnc1-c1ccco1
  ? | 20% | -2% | i | 3% | 6% | 1% | -11% | ? | -22% | i
COC(=O)c1ccc(NC(=O)CN(c2ccc(OC)cc2)S(C)(=O)=O)cc1
  i | -5% | -4% | i | 1% | 9% | 0% | 3% | 6% | -19% | i
O=C(CN1CCOCC1)Nc1ccc(-c2nc3ccccc3[nH]2)cc1
  i | 4% | 16µM* | i | -9% | -15% | 0% | 4% | 6% | 21% | i
C[C@H]1C[C@@H]2[C@H]3CCC4=CC(=O)C=C[C@@]4(C)[C@]3(Cl)[C@@H](Cl)C[C@]2(C)[C@]1(O)C(=O)COP(=O)(O)O
  i | 6%[11.4 µM] | 2%[11.4 µM] | i | · | -6%[11.4 µM] | · | 4%[11.4 µM] | · | · | i
O=C(NCc1ccccn1)C(C(=O)c1ccc(F)cc1)n1ccccc1=O (configuration not stated)
  i | 0% | 3% | i | 2% | -9% | 1% | -7% | · | 1% | ?
CCOC(=O)Cc1csc(NC(=O)CCc2ccc(S(=O)(=O)N3CCOCC3)cc2)n1
  ? | ? | -2% | i | -1% | 13% | -2% | 5% | 5% | -16% | i
Fc1ccccc1Cn1nnc2c(-n3ccnc3)ncnc21
  ? | 10% | 0% | i | -3% | -1% | -1% | -2% | -6% | 1% | i
Cc1cc(Cl)ccc1OCC(=O)NCCC(=O)O
  · | 7% | -1% | · | -1% | -2% | 1% | 12% | -5% | 3% | ·
CCCCC(=O)Nc1ccccc1C#N
  ? | ? | 1% | i | 0% | -10% | -1% | 14% | -5% | -9% | i
O=C(O)CC1(CC(=O)O)Nc2ccccc2SC1=O
  ? | 0%[11.4 µM] | 1%[11.4 µM] | i | -1%[11.5 µM] | 6%[11.4 µM] | 1%[11.5 µM] | 7%[11.4 µM] | · | -4%[11.5 µM] | i
CCOC(=O)Cn1c(=O)oc2cc(S(=O)(=O)N(CCN(C)C)Cc3ccccc3)ccc21
  i | 22% | -1% | i | -1% | 7% | 1% | -4% | 23% | -8% | i
COc1cc(Nc2cc(C)nc3ncnn23)cc(OC)c1OC
  · | 1% | 1% | · | -1% | 0% | -2% | 3% | · | -21% | ·
CN=c1nc(-c2ccccc2)n(-c2ccccc2)s1
  ? | 3% | ? | i | 1% | 0.25µM* | 1% | -2% | 18% | -14% | i
[O-]/[N+](=C\c1ccncc1)c1ccc(Br)cc1
  · | 4% | 7.9µM* | · | -1% | ? | 1% | -22% | 3% | -21% | ·
O=C(CN1CCCCC1)Nc1ccc(S(=O)(=O)N2CCCCCC2)cc1
  ? | 15% | 1% | i | 1% | -2% | 1% | -16% | 7% | 4% | i

# With a hit mark in FLuc inh (from the list above):
Structure	Fluorescein autfl	FLuc inh	Rhodamine fluor	Caspase-1 inhib	HADH2 inhib	Caspase-7 inhib	Tau filament bind
O=C(Nc1cccnc1)c1noc2c1CCCCC2	i	13µM*	i	-2%	-3%	1%	2%
O=C(CN1CCOCC1)Nc1ccc(-c2nc3ccccc3[nH]2)cc1	i	16µM*	i	-9%	-15%	0%	4%
[O-]/[N+](=C\c1ccncc1)c1ccc(Br)cc1	·	7.9µM*	·	-1%	?	1%	-22%

# Next part:
# Value order: Fluorescein autfl | HEK293 cAMP ctrl | FLuc inh | Rhodamine fluor | Caspase-1 inhib | HADH2 inhib | Caspase-7 inhib | Tau filament bind | USP2a inh | ERK AVP inh | TexasRed autofl
CCOC(=O)CNS(=O)(=O)c1c(C)noc1C
  ? | 1% | -1% | i | 0% | -1% | -1% | -5% | -1% | 26% | i
Cc1c(NC(=O)c2ccc(Cl)c(S(=O)(=O)N3CCOCC3)c2)c(=O)n(-c2ccccc2)n1C
  i | 18% | 2% | i | 0% | 8% | 1% | 2% | 9% | -16% | i
CCn1c(SCC(=O)Nc2cc(NC(C)=O)ccc2OC)nnc1-c1cccnc1
  i | -3% | 2% | i | 1% | 5% | -1% | -2% | 3% | -13% | ?
NC(CSS(=O)(=O)O)=N[C@@H]1C[C@H]2CC[C@@H]1C2
  i | -3%[11.4 µM] | 4%[11.4 µM] | i | -5%[11.5 µM] | ? | 1%[11.5 µM] | 2%[11.4 µM] | · | -1%[11.5 µM] | i
CN(C)Cc1ccccc1-c1nc(N(C)Cc2ccco2)c2ccccc2n1
  i | 13µM* | 0%[2.29 µM] | i | -1% | -6% | -2% | 24% | 2% | 10% | i
Cc1ccc(C(=O)Cn2c(C)cc(C)c(C#N)c2=O)cc1
  i | 1% | 3% | i | 2% | -6% | 1% | -5% | -3% | -12% | i
Cc1c(C(=O)OC2CCCC2)[nH]c2c1C(=O)CC(c1ccco1)C2 (configuration not stated)
  · | 20% | 1% | · | -2% | -3% | -9% | 69% | · | 25µM* | ·
C=CCNC(=O)COc1ccc(S(=O)(=O)NC2CCCCC2)cc1
  i | 0% | -3% | i | 0% | 9% | 1% | -11% | 12% | -6% | i
O=C(Nc1nc2ccccc2[nH]1)c1ccc(F)cc1
  i | 11% | 3.2µM* | i | -1% | ? | -4% | -2% | 4% | -16% | i
COc1cccc(/C(O)=C2/C(=O)C(=O)N(Cc3ccco3)C2c2ccncc2)c1 (configuration not stated)
  i | 12% | 6% | i | -4% | -18% | -1% | 1% | -4% | -17% | i
CCCS(=O)(=O)N1CCn2c(nc3ccccc32)C1
  · | 6% | -3% | · | -2% | -2% | 1% | -4% | · | · | ·
COCCn1nnnc1SCC(=O)c1ccccc1
  i | -5% | -2% | i | -1% | -12% | -1% | 0% | -27% | 11% | i
COc1ccccc1CNc1nc(-c2ccc(C(=O)N(C)C)cc2)nc2ccccc12
  i | ? | -4%[2.29 µM] | i | -5% | -3% | -4% | -6% | 170%[activator] | -7% | i
Nc1nc(C(=O)N2CCOCC2)nn1S(=O)(=O)c1ccccc1
  i | 1% | 0% | i | -1% | -10% | 0% | 0% | -5% | ? | i
CC(C)Oc1cccc(C(=O)Nc2ccc(CN3CCOCC3)cc2)c1
  i | -2% | ? | i | 0% | -9% | 0% | -4% | 9% | -29% | ?
COC(=O)C(O)(CC(=O)Nc1ccc(Cl)cc1F)C(F)(F)F (configuration not stated)
  ? | -2% | 2% | i | 3% | 11% | 0% | 18% | 2% | 1% | ?
